MsrA act: activates bovine MsrA enzyme; purified bovine MsrA, absorbance read-out; activation, % at 10.6 µM; 360,000 compounds, 0.3% hits; AID 602163; in the data active = activation above about 7.5%;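 note: 0% = vehicle and 100% = reference activator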
E coli Lon inh: inhibits E. coli Lon protease. purified E. coli Lon protease, fluorescence polarization. inhibition, % at 7.94 µM. 360,000 compounds, 0.42% hits. AID 602123; in the data active = inhibition above about 13%, passing the limit was not always enough;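 note: 0% = enzyme with probe and DMSO and 100% = no enzyme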
FAS-TE inh: inhibitors of human fatty acid synthase thioesterase domain. P49327. recombinant FAS-TE, OMFH fluorogenic substrate, fluorescence endpoint. inhibition, % at 15 µM. 360,000 compounds, 0.67% hits;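 active = compounds whose normalised, plate-corrected inhibition of enzyme fluorescence in the single-dose primary screen is 50% or more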;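 note: 0% = DMSO with enzyme and 100% = substrate without enzyme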
Rin1-Abl PPI inh: inhibitors of human Rin1-Abl protein interaction. AID 588664. TR-FRET Rin1/Abl binding, biochemical. P00519+Q13671. inhibition, % at 7.35 µM. 360,000 compounds, 0.4% hits; in the data active = inhibition above about 5%, passing the limit was not always enough
NRP1-CendR mod: modulators of CendR peptide binding to human neuropilin-1; O14786; FAM-RPARPAR peptide binding to NRP-1, fluorescence polarization; inhibition, % at 25 µM; 360,000 compounds, 0.85% hits;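 active = inhibition or corrected inhibition above about 18%, plus a signal ratio from 0.5 to 1.5, limit read from the data, passing the limit was not always enough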; note: strong numbers were not always called active
SKN-1 block: inhibitors of C. elegans SKN-1; C. elegans VP596 Pgst-4::GFP/RFP ratio, acrylamide-induced, 24 h; inhibition, % at 21.8 µM; 360,000 compounds, 0.49% hits;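 active = interference check ratio from 0.5 to 1.5 plus GFP to RFP signal ratio inhibition reaching or exceeding a fixed threshold, cut at about 30% in these data, passing the limit was not always enough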; note: some compounds called inactive have numbers as strong as hits
MT1-MMP act inh: inhibitors of human MT1-MMP activation | HT1080 RFP-PRO-GFP cells, GFP/RFP ratio fluorescence, overnight; percent of plate control window, DMSO zero | GFP/RFP ratio change, % at 20 µM | 360,000 compounds, 0.061% hits | AID 651647;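 active = GFP/RFP ratio change of at least 30% with cell ATP level not reduced by more than half and red fluorescence within 50% of control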; note: strong numbers were not always called active
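Material: RFP-PRO-GFP reporter HT1080 cells. Dosing: single-point 20 µM compound, 1% DMSO. Controls: DMSO and RFP-L50D-GFP cell wells. Timing: cells overnight before dosing, compound overnight, 37 °C, 5% CO2. Measure: GFP/RFP fluorescence ratio.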
Neddyl block: blocks human cullin neddylation; P61081+Q13564; TR-FRET cullin neddylation, biochemical; calls only at 25 µM; 360,000 compounds, 0.58% hits; AID 651699; in the data active = inhibition above about 36%
Target sequence (P61081 whole entry, looked up): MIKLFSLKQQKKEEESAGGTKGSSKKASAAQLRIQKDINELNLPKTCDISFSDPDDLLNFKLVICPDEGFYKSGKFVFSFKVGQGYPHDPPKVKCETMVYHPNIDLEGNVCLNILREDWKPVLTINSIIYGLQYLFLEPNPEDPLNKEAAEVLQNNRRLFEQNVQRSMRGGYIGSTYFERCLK
Target sequence (Q13564 whole entry, looked up): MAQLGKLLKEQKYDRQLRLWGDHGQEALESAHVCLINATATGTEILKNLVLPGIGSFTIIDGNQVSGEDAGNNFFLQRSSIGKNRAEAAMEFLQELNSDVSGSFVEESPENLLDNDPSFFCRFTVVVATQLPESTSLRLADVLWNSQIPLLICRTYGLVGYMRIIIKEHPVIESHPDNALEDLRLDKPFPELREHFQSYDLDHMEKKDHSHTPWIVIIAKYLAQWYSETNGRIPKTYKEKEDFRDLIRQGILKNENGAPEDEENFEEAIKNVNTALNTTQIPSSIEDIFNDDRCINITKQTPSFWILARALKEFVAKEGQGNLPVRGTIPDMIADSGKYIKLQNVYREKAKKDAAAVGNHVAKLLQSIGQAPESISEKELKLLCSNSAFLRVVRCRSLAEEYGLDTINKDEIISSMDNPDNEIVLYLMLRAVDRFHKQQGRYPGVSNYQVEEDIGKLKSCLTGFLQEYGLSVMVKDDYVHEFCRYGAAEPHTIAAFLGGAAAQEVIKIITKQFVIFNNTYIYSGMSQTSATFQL
MsrA inhibitor: bovine MsrA inhibition | purified bovine MsrA, absorbance read-out | inhibition, % at 15.5 µM | 360,000 compounds, 0.75% hits | AID 651718; in the data active = inhibition above about 4.5%;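 note: 0% = vehicle wells with enzyme and 100% = reference inhibitor wells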
* marks the source's active call; other numbers are inactive results; i = inactive; nt = not tested or not shown.

Every second line gives: MsrA act	E coli Lon inh	FAS-TE inh	Rin1-Abl PPI inh	NRP1-CendR mod	SKN-1 block	MT1-MMP act inh	Neddyl block	MsrA inhibitor
> C=CCOc1ccc(/C=C/C(=O)OCC(=O)Nc2c(C)n(C)n(-c3ccccc3)c2=O)cc1
    -3	-4	-6	1	3	-1	3	i	1.0
> Cc1ccc(/C=c2\sc3nc(-c4ccco4)nn3c2=O)o1
    -2	-6	0	1	-77	33	-1	i	nt
> CCC(C)c1ccc(NC(=O)c2[nH]c(C)c(C(C)=O)c2C)cc1 (stereo not drawn)
    -1	-4	10	1	-1	-3	-14	i	-0.3
> COc1ccc2[nH]c3c(c2c1)CCN1C(=O)C(CC(=O)NC(C)(C)C)C[C@H](C(=O)N2CCCCC2)[C@@]31CCc1ccccc1 (stereo partly drawn)
    1	-10	23	-4	3	-6	-38	i	-1.3
> Clc1c(-c2ccccc2)nnn1-c1ccccc1
    -3	8	-1	-1	-5	36*	0	i	0.6
> CCCNC(=O)Cn1c(=O)cnc2ccccc21
    -10	-5	-1	1	12	-9	-4	i	-1.1
> COc1ccc(-c2nnn(Cc3nc(N)nc(N4CCCCC4)n3)n2)cc1
    -2	2	-2	-1	5	-12	3	i	-1.1
> CN(c1ccc(C(=O)COC(=O)C2CC2)cc1)S(C)(=O)=O
    -2	1	-3	-4	6	-2	3	i	-0.2
> CC1(C)CC(=O)C(CC(=O)NC2CCCc3ccccc32)C(=O)C1 (stereo not drawn)
    -4	9	-5	0	6	-4	0	i	-0.5
> COc1cccc(C(=O)Nc2ccccc2C(=O)N2CCCC2)c1
    -2	-11	-6	3	3	0	-1	i	-0.2
> Cc1cc2nc(NC(=O)C3(C)CCN(C)C3)[nH]c2cc1C (stereo not drawn)
    -8	3	-5	-1	-7	3	3	i	1.8
> CC(C)c1ccc(/C=C(\NC(=O)c2ccccc2)C(=O)NCCN2CCOCC2)cc1
    -3	-6	-2	2	2	0	-5	i	-0.9
> O=C(c1ccco1)N1CCc2ccccc21
    -1	-14	-1	-2	-2	2	5	i	-0.4
> CCn1cc(CCC(=O)NCCN2CCOCC2)c2ccccc21
    -5	-8	0	-1	2	4	-1	i	-1.0
> CN(C(=O)n1cnc2ccccc21)c1ccccc1
    -3	-17	-12	-4	18	-1	1	i	-0.8
> Cc1c(Cl)cccc1NC(=S)NC1CCCC1
    -1	4	0	0	8	9	2	i	-1.6
> CSCCC(NC(=O)c1ccc([N+](=O)[O-])cc1Cl)C(=O)OCC(=O)NC1CCCC(C)C1C (stereo not drawn)
    3	0	49	5	0	6	0	i	-0.6
> Cc1ccc(S(=O)(=O)c2nc(S(=O)(=O)CCO)sc2N2CCOCC2)cc1
    -5	-9	-4	1	-1	13	-5	i	1.0
> COc1ccc(CC(=O)Nc2c3c(nn2-c2cccc(C)c2C)CS(=O)(=O)C3)cc1
    -1	-3	-3	-3	2	9	-2	i	-1.5
> O=C(CCNC(=O)c1ccco1)Nc1ccccc1N1CCOCC1
    0	-2	-2	0	12	10	0	i	-0.3
> O=C(COC(=O)c1ccc([N+](=O)[O-])o1)Nc1ccc(Br)cc1F
    -3	-1	-4	2	-31	-13	2	i	-0.2
> COC(=O)C(CCSC)NC(=O)CNS(=O)(=O)c1ccc(Cl)cc1 (stereo not drawn)
    -2	5	-2	8	5	4	2	i	-0.5
> C=CCn1nnc2sc3c(c2c1=O)CCC(C)C3 (stereo not drawn)
    -5	0	-28	1	0	-13	1	i	1.1
> COc1ccc(-c2noc3c2-c2nc(-c4ccccc4)sc2CC3)cc1
    -2	-4	21	-2	5	-3	-3	i	0.0
> O=C(O)COc1cccc2nsnc12
    -9	-1	-10	-1	8	27	-9	i	0.4
> CCCCN1CC(COCc2ccccc2)Oc2cccc(OCCN3C(=O)[C@@H]4[C@H](C3=O)C3C=C[C@H]4C3)c2S1(=O)=O (stereo partly drawn)
    -2	0	21	4	-4	-8	-14	i	1.2
> CCOC(=O)c1csc(Nc2nc3ccc(F)cc3s2)n1
    -1	-4	-4	1	-3	20	0	i	2.5
> C=CCOC(=O)C1=C(C)Nc2nnnn2C1c1cccc(OC)c1OC (stereo not drawn)
    -1	-2	-4	-6	12	10	-7	i	-1.1
> COc1ccc(C(=O)Nc2ccccc2Cc2ccccc2)c(OC)c1
    0	4	22	-3	-7	11	0	i	-0.1
> CC(/C=C1\NC(=S)NC1=O)=C\c1ccccc1
    -10	-1	-3	-2	9	6	0	i	3.1
> Cc1c(C(=O)N/N=C/c2ccccc2)sc(=S)n1C
    1	-3	10	-1	2	7	1	i	3.0
> CCn1c(=O)cc(SCC(=O)Nc2ccc3c(c2)OCO3)c2ccccc21
    -4	-1	10	-51	2	6	4	i	nt
> O=C(NCc1cccc(Cl)c1)c1ccc2ccccc2n1
    -2	8	15	0	0	9	2	i	-0.8
> CCOC(=O)c1ccc(NC(=S)N(CCCN2CCCC(C)C2)Cc2ccco2)cc1 (stereo not drawn)
    0	1	-6	-1	3	7	-2	i	0.9
> CSc1nsc(/C=C/Nc2ccc(O)cc2C)c1C#N
    -2	5	16	3	-153	70	2	i	0.3
> CCc1cc(=O)oc2cc(C)cc(OCC(C)=O)c12
    -1	8	2	-1	8	26	-5	nt	0.6
> O=S(=O)(c1ccc(Cl)cc1)n1cccn1
    6	-2	-5	5	-12	-2	-1	i	-0.5
> O=C(CN1C(=O)NC(Cc2c[nH]c3ccccc23)C1=O)NCCc1ccccc1 (stereo not drawn)
    -4	6	-4	3	1	2	2	i	0.4
> CC(C)CN(C(=O)C1COc2ccccc2O1)c1c(N)n(CC(C)C)c(=O)[nH]c1=O (stereo not drawn)
    -3	-4	-5	3	14	-7	1	i	0.2
> Cc1cc(C)n2nc(C(=O)Nc3c(C)nn(Cc4ccc(F)cc4)c3C)cc2n1
    -2	0	0	-3	-3	-4	-4	i	-0.4
> CCn1c(SCc2ccccc2Cl)nc2ccccc21
    -6	0	18	1	2	8	-3	i	-0.4
> O=C(CSc1ncnc2scc(-c3ccccc3)c12)N1CCN(c2ccccc2F)CC1
    -4	-3	29	-1	5	0	-10	i	-0.8
> COC(=O)C1C(O)=C(C=NCc2ccccc2)C(=O)CC1(C)C (stereo not drawn)
    4	-2	-6	5	-16	-4	-4	i	0.9
> Cc1nc2ccccc2nc(C)c1=NOCc1cccc(Cl)c1
    -1	-3	17	0	4	-15	1	i	-0.2
> Cc1onc(-c2ccccc2)c1C(=O)N/N=C/c1cn(C)c2ccccc12
    -6	-1	-19	3	-4	5	-8	i	2.3
> CCN(CC)S(=O)(=O)c1ccc2c(c1)nc(SCC(N)=O)n2-c1ccc(OC)cc1
    -8	-7	5	3	-8	-14	9	i	0.6
> COc1cc(-c2noc(C)c2C(=O)NCCc2cccs2)cc(OC)c1OC
    -3	-4	-4	0	2	9	-2	i	-1.0
> Cn1c(=O)c2c(nc(Cl)n2CCOc2ccccc2)n(C)c1=O
    -2	5	0	-1	7	-3	-5	i	-0.9
> N#Cc1ccc(/C=C\c2nccc3c2[nH]c2ccccc23)cc1
    -1	-25	6	-5	-150	9	-24	nt	2.0
> O=[N+]([O-])c1ccc2nc(-c3ccccc3[N+](=O)[O-])[nH]c2c1
    -2	6	17	-3	4	-1	3	i	1.0
> CCOC(=O)C1CCCN(C(=O)c2ccc(Cl)cc2)C1 (stereo not drawn)
    0	2	-1	2	10	12	-2	i	1.2
> CC(C)CC(=O)Nc1ccc(C(=O)COc2ccc(-c3nnco3)cc2)cc1
    -10	-7	-5	4	-11	-9	-2	i	-0.3
> CC(C)(C)C(=O)NC(=S)NNC(=O)c1sc2ccccc2c1Cl
    1	2	-3	0	-13	6	-10	i	nt
> CCC(C)c1ccc(C(C)NC(=S)NCc2ccc(F)cc2)cc1 (stereo not drawn)
    -9	10	25	1	7	-5	-6	i	0.4
> CCNc1ccccc(C(=O)/C=C/c2ccc3c(c2)OCO3)c1=O
    -2	-11	0	2	-34	-1	-7	i	2.0
> CCN(CC)CCCNS(=O)(=O)c1ccc(OC)cc1
    -7	-17	-12	-4	-9	-5	6	i	-0.6
> Nc1ccnn1Cc1cccnc1
    0	-11	-8	1	4	5	5	i	0.2
> N#C/C(=N/Nc1ccc(S(=O)(=O)N2CCOCC2)cc1)C(N)=O
    -4	7	-6	-3	-9	-4	0	i	6.6*
> COc1ccc(C(=O)NCC2CCCCC2)cc1S(=O)(=O)N1CCOCC1
    -3	-6	-11	2	10	4	9	i	-2.1
> Cc1oc2ccccc2c1CC(=O)NCCCN(C)C
    -4	-4	-4	2	-3	-1	-1	i	-0.1

Quoted at random: two records from the list.
Every second line gives: MsrA act	E coli Lon inh	FAS-TE inh	Rin1-Abl PPI inh	NRP1-CendR mod	SKN-1 block	MT1-MMP act inh	Neddyl block	MsrA inhibitor
> CC(/C=C1\NC(=S)NC1=O)=C\c1ccccc1
    -10	-1	-3	-2	9	6	0	i	3.1
> CSCCC(NC(=O)c1ccc([N+](=O)[O-])cc1Cl)C(=O)OCC(=O)NC1CCCC(C)C1C (stereo not drawn)
    3	0	49	5	0	6	0	i	-0.6

Following part.
Every second line gives: MsrA act	E coli Lon inh	FAS-TE inh	Rin1-Abl PPI inh	NRP1-CendR mod	SKN-1 block	MT1-MMP act inh	Neddyl block	MsrA inhibitor
> O=C(CCc1ccccc1)NNC(=O)Nc1ccc(Cl)cc1
    -2	8	1	2	1	-13	2	i	-0.1
> O=C(Nc1ccccc1Cl)c1cc2ccccc2o/c1=N\O
    -1	-6	-7	-1	5	18	4	i	0.6
> CC(NCc1ccc(S(N)(=O)=O)cc1)C(=O)NCc1ccccc1 (stereo not drawn)
    -3	6	-3	-3	-11	8	-2	i	-0.1
> COC(=O)CSC1=C(C#N)C(c2sccc2C)CC(=O)N1 (stereo not drawn)
    -4	-4	-10	-2	-21	-9	5	i	0.2
> Cc1ccccc1CN(c1ccc(C(=O)NCc2cccnc2)cc1)S(C)(=O)=O
    -3	-5	-4	0	-4	4	3	i	-1.5
> CCCCCCCC(=O)NNC(=O)CC(=O)Nc1ccccc1C(=O)O
    -10	-2	-9	2	5	5	1	i	0.8
> CC(=O)[C@@]1(O)[C@H](C)CC2C3CC=C4CC(OP(=O)(O)O)CC[C@]4(C)C3CC[C@@]21C (stereo partly drawn)
    0	7	0	-1	7	-9	1	i	-1.2
> COc1ccc(/C=C/C(=O)c2ccc(OC)cc2O)cc1
    -9	6	-4	-1	9	-2	1	i	0.5
> COc1ccc(NCC(=O)Nc2ccc(C#N)cc2)cc1Cl
    0	0	7	-7	5	9	4	i	-1.3
> O=C(Cc1cccs1)N/N=C/c1ccco1
    0	-5	-16	-4	5	0	4	i	0.1
> Cc1cc(Nc2ccccc2)n(CCO)n1
    -13	-3	-4	6	0	-10	nt	i	2.9
> O=C1CC(N2CCN(c3nc4ccccc4s3)CC2)C(=O)N1c1cccc(F)c1 (stereo not drawn)
    -1	11	0	-5	-27	12	-2	i	-0.6
> CC(C)CNc1cc(N2CCCC2)ccc1[N+](=O)[O-]
    -2	8	23	-3	-2	19	7	i	1.4
> Nc1[nH]c(C(=O)c2ccccc2)c(-c2cccnc2)c1C(=O)NC1CCCCC1
    -5	-3	-3	nt	-17	10	-3	i	-0.7
> N#CCSc1nnc(-c2ccc(S(=O)(=O)N3CCOCC3)cc2)n1CC1CCCO1 (stereo not drawn)
    -2	-7	-5	-1	2	13	2	i	-0.3
> COc1ccc2[nH]c(=O)c(CN(CC3CCCO3)C(=S)Nc3ccccc3)cc2c1 (stereo not drawn)
    -8	3	-1	0	3	-21	-2	i	0.8
> CN(CCO)c1nc(NCc2ccccc2)c2cnn(C)c2n1
    -1	1	-7	0	17	9	-3	i	-0.8
> COc1ccc2nc(NC(=O)C3=NN(c4ccccc4)C(=O)CC3)sc2c1
    -2	-6	47	5	-9	11	1	i	1.8

Assay outcomes as filed in PubChem BioAssay.
